# MEP2-GFP yeast: modulators of MEP2-GFP levels in yeast, primary screen, S. cerevisiae, multiplex flow cytometry, MLPCN library; S. cerevisiae MEP2-GFP strain, 3 h; 100% = DMSO control level; GFP response vs DMSO, % at 10 µM; hit rate 0.51% among 330,000;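 active = GFP response versus DMSO above a set limit, roughly screen mean plus 3 SD, cut at about 180% in these data; inconclusive = fewer than 70 cells counted for a yeast strain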;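 note: median GFP fluorescence of the barcode-gated MEP2-GFP cells per well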
# AHR act: AHR activators, primary screen, cell-based, luminescence, luciferase reporter, human; AHR-responsive luciferase reporter cells; activation, % at 5 µM; hit rate 2.5% among 320,000; in the data active = activation above about 47%;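 note: 0% = vehicle wells and 100% = reference agonist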
# Target sequence (P35869 whole entry, looked up): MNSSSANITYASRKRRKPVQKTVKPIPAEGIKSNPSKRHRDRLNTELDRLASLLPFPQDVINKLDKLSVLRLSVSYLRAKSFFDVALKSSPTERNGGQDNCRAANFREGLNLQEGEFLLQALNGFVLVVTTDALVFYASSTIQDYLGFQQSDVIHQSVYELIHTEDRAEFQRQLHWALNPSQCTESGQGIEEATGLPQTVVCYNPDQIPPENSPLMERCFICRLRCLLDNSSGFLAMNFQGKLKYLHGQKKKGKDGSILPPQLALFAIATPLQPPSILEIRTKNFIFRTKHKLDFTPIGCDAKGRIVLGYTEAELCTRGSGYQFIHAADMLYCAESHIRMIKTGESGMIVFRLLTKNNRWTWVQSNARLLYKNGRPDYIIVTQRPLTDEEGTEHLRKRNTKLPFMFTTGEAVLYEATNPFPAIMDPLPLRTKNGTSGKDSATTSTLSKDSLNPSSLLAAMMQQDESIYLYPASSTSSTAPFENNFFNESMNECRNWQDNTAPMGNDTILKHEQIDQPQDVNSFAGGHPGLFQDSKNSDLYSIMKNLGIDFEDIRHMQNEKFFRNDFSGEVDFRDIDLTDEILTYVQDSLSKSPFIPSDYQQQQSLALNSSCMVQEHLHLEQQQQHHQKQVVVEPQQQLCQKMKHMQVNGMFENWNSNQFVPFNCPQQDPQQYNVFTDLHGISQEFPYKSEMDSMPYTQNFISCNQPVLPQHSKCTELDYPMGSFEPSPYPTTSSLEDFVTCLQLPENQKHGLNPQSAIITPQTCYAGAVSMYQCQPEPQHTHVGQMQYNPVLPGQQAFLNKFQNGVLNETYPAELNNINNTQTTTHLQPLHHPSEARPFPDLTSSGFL
# procasp7 counter: procaspase-7 activators, primary screen, counter-screen for procaspase-3 activator project, biochemical, absorbance, HTS, human; Caspase-7 (Homo sapiens), P55210; recombinant procaspase-7, Ac-DEVD-pNA absorbance 405 nm; D23A/D198A/D206A triple mutant, cannot self-cleave; scale: DMSO 0, 5 µM enzyme 100; activation, % at 8.5 µM; hit rate 0.093% among 330,000; AID 463210, 2010;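 active = percent activation above the screen-wide mean plus 3 SD, cut at about 25% in these data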
#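 Detection: p-Nitroaniline absorbance at 405 nm, read at 0 and 120 min; system: Uncleavable procaspase-7 mutant enzyme; evaluation: % activation from two-timepoint absorbance difference, scaled to controls; times: 1 h enzyme–compound preincubation and 2 h substrate reaction, both 25 °C; buffer or medium: Zinc-free HEPES pH 7.4 with 300 mM NaCl, 0.01% Triton X-100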
# GASC-1 inh: inhibitors of GASC-1 histone demethylase, primary screen, biochemical, fluorescence, DELFIA europium; Lysine-specific demethylase 4C (Homo sapiens), Q9H3R0; GST-JMJD2C(1-420) H3K9me3 demethylation; inhibition, % at 2.35 µM; hit rate 0.069% among 330,000; AID 2099, 2009;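 active = more than half of a compound's replicate wells show inhibition beyond 50%, single wells judged on their own value; inconclusive = some, but no more than half, of replicates pass 50% inhibition; inactive = no replicate passes 50% inhibition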;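 note: signal counts dimethyl H3K9 product captured on neutravidin plate; 0% = median of DMSO wells and 100% = 0.3 times that DMSO median; strong numbers were not always called active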
# LAP4-GFP MLPCN: modulators of LAP4-GFP expression in yeast, primary screen, S. cerevisiae, multiplex flow cytometry, MLPCN library; 3 h; median GFP as percent of DMSO wells; GFP response vs DMSO, % at 10 µM; hit rate 0.34% among 320,000; AID 2023, 2009;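 active = GFP response vs DMSO above a set limit, about the screen mean plus 3 SD, cut at about 150% in these data; inconclusive = under 70 cell events counted for the yeast strain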
# RPL19A TOR yeast: RPL19A-GFP expression modulators in yeast, primary screen, cell-based, S. cerevisiae, multiplex flow cytometry, MLPCN; S. cerevisiae RPL19A-GFP strain, 3 h; hits give low values; AID 2025, 2009; percent response vs DMSO, % at 10 µM; hit rate 0.3% among 330,000;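 active = percent response vs DMSO below 50%; inconclusive = fewer than 70 events counted for the yeast strain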;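 note: median channel GFP fluorescence of the barcoded RPL19A-GFP strain; ratio of sample median GFP to plate DMSO average so 100% = DMSO; lower means less RPL19A-GFP as with rapamycin TOR inhibition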
# procasp3 activ: activators of human procaspase-3 D3A mutant, primary screen, biochemical, absorbance, PC-3 D3A mutant, single concentration. Caspase-3 (Homo sapiens), P42574. recombinant procaspase-3 D3A, Ac-DEVD-pNA absorbance 405 nm. activation, % at 8.5 µM. hit rate 0.11% among 330,000. AID 463141, 2010;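 active = activation above the mean of all tested compounds plus 3 SD, cut at about 21% in these data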;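 note: 0% = DMSO alone and 100% = DMSO wells spiked with extra 5 µM PC-3 D3A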
# Target sequence (P42574 whole entry D9A/D28A/D175A): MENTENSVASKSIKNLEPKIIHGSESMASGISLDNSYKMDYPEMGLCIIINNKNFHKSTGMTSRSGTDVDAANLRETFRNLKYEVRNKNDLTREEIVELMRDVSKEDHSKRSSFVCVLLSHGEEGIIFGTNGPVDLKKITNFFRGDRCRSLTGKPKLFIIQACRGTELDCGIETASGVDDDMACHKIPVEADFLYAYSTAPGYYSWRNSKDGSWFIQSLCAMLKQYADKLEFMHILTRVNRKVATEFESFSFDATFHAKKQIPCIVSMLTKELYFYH
#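 Compound: 8.5 µM single point, 0.8% DMSO / Material: Autoprocessing-dead procaspase-3 D3A mutant enzyme / Timing: 1 h preincubation plus 2 h reaction at 25 °C / Medium: Zinc-free HEPES/NaCl buffer with 0.01% Triton X-100 at pH 7.4 / Technique: 405 nm absorbance of p-nitroaniline, reads at 0 and 120 min / Repeats: one well per compound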
# CR mimetic SO: reduction of superoxide in aged yeast, primary screen, HTS. superoxide response (% of plate mean), % at 10 µM. hit rate 0.18% among 330,000. S. cerevisiae aged cells, superoxide DHE fluorescence; hits give low values;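 active = superoxide response under a set limit, about three screen SD below normal, cut at about 65% in these data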;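 note: yeast aged for seven days with compound at 30 °C before DHE staining; 100% = average MFI of all compound-treated wells on the plate with controls excluded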
# Active calls of the source: *; ? = inconclusive; / = no result given.
SMILES,MEP2-GFP yeast,AHR act,procasp7 counter,GASC-1 inh,LAP4-GFP MLPCN,RPL19A TOR yeast,procasp3 activ,CR mimetic SO
Cc1cnc(C(=O)OCC(=O)NC23CC4CC(CC(C4)C2)C3)cn1,92,1,-1,18,92,94,5,104
O=C(CCCNc1ccccc1)N/N=C/c1cccs1,94,3,-5,5,108,96,1,104
CCOC(=O)CC(NC(=O)c1cccc2c1C(=O)N(Cc1cccnc1)C2)c1ccc(OC(C)C)cc1 (stereo not drawn),114,0,-12,2,104,110,2,75
COCCN(C(=O)Nc1ccc(OC)cc1OC)C1CCN(C(C)=O)CC1,96,7,-29,2,92,98,-17,88
COc1ccc(NC(=O)CNC(=O)c2c(C)nn(C)c2Cl)cc1,102,-2,9,9,105,104,0,96
CCNC(=S)Nc1ccc(OC(F)(F)F)cc1,107,2,3,-3,102,107,-7,108
Cc1nc2ccc(NC(=O)c3sccc3C)cc2s1,94,-3,7,5,102,91,2,107
CC1CCCN(CCCNS(=O)(=O)c2cc(Br)cc3c2N(C(=O)C2CC2)CC3)C1 (stereo not drawn),102,1,2,1,97,99,2,109
CCOC(=O)C1=C(COc2ccc(C)cc2)NC(=O)NC1c1cc(C)ccc1C (stereo not drawn),104,-4,12,14,100,105,-4,99
CCCCCC(=O)Nc1ccc(S(=O)(=O)Nc2nccnc2OC)cc1,105,1,8,-11,98,101,17,88
Cc1onc(-c2c(F)cccc2Cl)c1C(=O)N1CCSCC1,92,1,4,-2,103,93,3,99
CCN(CC(=O)Nc1c(F)cccc1F)C(=O)C1(c2ccccc2)CC1,115,0,17,0,116,103,-8,103
COc1ccc(CNC(N)=O)cc1,108,-1,2,-9,101,103,-6,108
Cc1ccc(Cl)c(N/C=C/C(=O)c2ccccc2)c1,102,36,8,12,86,107,8,95
COc1cccc(/C=C2\SC(=S)N(NS(=O)(=O)c3ccc(C)cc3)C2=O)c1OC,98,0,-2,0,113,97,-2,134
CS(=O)(=O)N1CCC(C(=O)c2cccc(Cl)c2)CC1,90,-1,5,5,91,84,4,125
Cc1cc(=O)[nH]c(N2CCCC2)n1,93,-1,8,16,83,86,-4,101
O=C(CN(Cc1ccccc1Cl)C(=O)c1csnn1)NCc1ccc(F)cc1,103,1,-3,-5,99,100,-2,98
CC(C)OCCCNC(=S)N1CCC(C(=O)c2ccc(Cl)cc2)CC1,98,-5,0,2,99,96,-5,102
CCN1C(=O)/C(=C/c2cn(C)nc2C)SC1=S,103,-6,5,3,102,105,1,101
CCN1CNC(=S)N(c2cccc(C)c2)C1,105,-1,-2,/,114,100,2,93
CCNC(=O)Cc1ccc(NS(=O)(=O)c2ccc(F)cc2)cc1,98,-1,10,-12,96,99,-1,101
CSc1ccccc1NC(=O)C1=CC(c2ccc(C)cc2)=NS(=O)(=O)N1C,101,12,6,11,100,96,-2,90
COc1ccc(NC(=O)C2CC(c3cc(OC)c(OC)c(OC)c3)=NO2)cc1OC (stereo not drawn),96,1,-16,1,95,96,-2,86
C=CCOC(=O)C1=C[C@@H](c2cn(C(C)=O)c3ccccc23)C[C@@H](OCc2ccc(CO)cc2)O1,/,7,-2,3,/,/,4,/
O=[N+]([O-])c1cc(C(F)(F)F)ccc1NN=C1CCCC1,93,0,0,-3,91,101,-3,85
CCOC(=O)CSc1ccc2nnc(CCNS(=O)(=O)c3ccc(C)cc3)n2n1,93,-1,5,-15,105,99,7,94
CCOC(=O)C1CCN(c2ncnc3nc[nH]c23)CC1,95,-2,2,3,97,103,3,91
Cc1ccc(S(=O)(=O)NCC(=O)OCc2ccccc2)cc1,122,0,12,-5,111,104,-2,79
Cc1ccc(CN2C(=O)c3ccccc3Sc3ccc(C(=O)NCCCN4CCOCC4)cc32)cc1,101,19,4,3,100,98,-9,81
COC(=O)/C=C/c1ccsc1NC(C)=O,97,-1,10,/,100,101,-4,110
Nc1c(Cl)cnc(C(Cl)(Cl)Cl)c1Cl,102,67*,12,-6,102,97,1,109
O=C(O)Cc1nn(Cc2ccc(Cl)cc2)c(=O)c2ccccc12,101,5,1,-12,118,101,3,120
COc1ccc(CCC(=O)Nc2ccc(S(=O)(=O)N3CCCC3)cc2)cc1OC,103,0,5,19,114,103,13,85
Cc1c(NC(=O)c2ccccc2NS(=O)(=O)c2ccc(F)cc2)c(=O)n(-c2ccccc2)n1C,102,0,-3,-8,98,97,-3,104
Cc1cc(CNCc2cn(C)nc2-c2ccc(Oc3ccccc3)cc2)on1,99,2,-5,32,95,107,5,91
COc1ccc(OC)c(S(=O)(=O)NC(C)c2ccc(-n3ccnc3)cc2)c1 (stereo not drawn),97,5,7,5,89,89,-6,83
Cc1cc(C)c(S(=O)(=O)N2CCOC2CNC(=O)C(=O)NCCCN2CCOCC2)c(C)c1 (stereo not drawn),105,-7,-3,7,98,105,2,108
COc1ccc(Cl)cc1NC(=O)CN(C)CC(=O)NC(C)c1ccccc1 (stereo not drawn),103,7,-2,13,95,100,5,113
N#Cc1ccc(CN2CCN(CC(=O)Nc3ccccc3C(=O)NC3CC3)CC2)cc1,95,0,-1,11,98,98,3,107
COc1ccc(OC)c(-c2cc(C3CCN(c4ncccc4[N+](=O)[O-])CC3)[nH]n2)c1,103,19,-2,3,100,99,-12,103
O=C(NCN1C(=O)C2C3C=CC(C3)C2C1=O)Nc1nccs1 (stereo not drawn),102,1,7,1,103,87,1,93
COc1cccc(CC(NC(C)=O)C(=O)NC2CCN(S(=O)(=O)c3ccc(C)cc3)CC2)c1OC (stereo not drawn),108,-1,2,-1,109,101,4,99
Cc1cc(C)c(-c2csc(NC(=O)/C=C/c3cccs3)n2)c(C)c1,94,8,15,-6,94,102,12,109
Cc1nn(Cc2ccccc2)c(Cl)c1C(=O)OCc1nnc(-c2ccc(Cl)cc2)o1,109,11,3,-10,105,/,-11,97
Cc1cccc(NC(=O)Nc2ccc(F)cc2)n1,101,19,-9,-2,118,92,0,86
O=C(CN1CCc2ccccc21)NN1CC(=O)N(c2ccc(Cl)cc2)CC1=O,101,-1,10,14,104,101,-1,106
O=C(COC(=O)CNC(=O)c1ccco1)Nc1ncc(Cl)cc1Cl,103,4,-29,0,108,98,-18,123

# Single records, from the list above. Values in the order: MEP2-GFP yeast | AHR act | procasp7 counter | GASC-1 inh | LAP4-GFP MLPCN | RPL19A TOR yeast | procasp3 activ | CR mimetic SO
# Cc1cc(C)c(-c2csc(NC(=O)/C=C/c3cccs3)n2)c(C)c1 as listed: 94 | 8 | 15 | -6 | 94 | 102 | 12 | 109
# COc1ccc(OC)c(S(=O)(=O)NC(C)c2ccc(-n3ccnc3)cc2)c1 (stereo not drawn) as listed: 97 | 5 | 7 | 5 | 89 | 89 | -6 | 83

# (more compounds)
SMILES,MEP2-GFP yeast,AHR act,procasp7 counter,GASC-1 inh,LAP4-GFP MLPCN,RPL19A TOR yeast,procasp3 activ,CR mimetic SO
Cc1nn(C)c(Oc2ccccc2)c1CCNS(=O)(=O)c1ccccc1,103,3,15,-10,98,98,2,99
Cc1cnc2c(c1)C(=O)c1ccccc1-2,?,2,9,31,91,86,0,88
Cc1ccc(S(=O)(=O)N2CCC[C@H]2C(=O)OCc2cc(=O)oc3cc(C)ccc23)cc1,109,-2,8,/,99,99,6,100
O=C(NCCCN1CCOCC1)c1onc(CSc2ccccn2)c1C(=O)NCCCN1CCOCC1,94,-2,10,13,107,99,9,96
COc1ccc(/C=N/N(c2ccccc2)c2ccccc2)cc1O,109,/,/,-1,117,111,/,87
O=C(CN1C(=O)NC2(CCOc3ccccc32)C1=O)c1cccs1 (stereo not drawn),99,13,6,9,92,100,9,109
O=C(NCCN1C(=O)S/C(=C/c2cccnc2)C1=O)C1=NN(c2ccccc2)C(=O)CC1,96,25,-31,0,95,97,-8,108
CCn1c2ccc(F)cc2c2nnc(NN)nc21,106,17,-7,-14,95,102,-4,95
CN(CCCC(=O)N1CCCC(C(N)=O)C1)S(=O)(=O)c1ccc(F)cc1 (stereo not drawn),97,-1,5,-8,91,96,-4,95
CN(C)c1cccc(C(=O)N(C)C2CCCN(Cc3ccccc3F)C2)c1 (stereo not drawn),97,0,2,3,100,99,3,83
CCCCn1c(N)c(N(CCC(C)C)C(=O)C2CCN(C(=O)c3ccccc3C)CC2)c(=O)[nH]c1=O,95,-2,2,-37,109,98,3,83
CCOc1ccc(C(=O)CCC(=O)NC(CC(C)C)C(=O)OC)cc1 (stereo not drawn),101,0,-8,-1,98,104,4,107
COc1ccc(OC)c(NC(=O)NCCc2cccc(Cl)c2)c1,95,11,2,-5,107,92,-1,102
CCOC(=O)N1CCN(CC(O)COc2c(C)cc(C)cc2C)CC1 (stereo not drawn),105,0,-4,-15,94,109,3,90

# Some of these compounds in order of SMILES length, ascending.
SMILES,MEP2-GFP yeast,AHR act,procasp7 counter,GASC-1 inh,LAP4-GFP MLPCN,RPL19A TOR yeast,procasp3 activ,CR mimetic SO
Cc1cnc2c(c1)C(=O)c1ccccc1-2,?,2,9,31,91,86,0,88
CCn1c2ccc(F)cc2c2nnc(NN)nc21,106,17,-7,-14,95,102,-4,95
Cc1cccc(NC(=O)Nc2ccc(F)cc2)n1,101,19,-9,-2,118,92,0,86
COc1ccc(OC)c(NC(=O)NCCc2cccc(Cl)c2)c1,95,11,2,-5,107,92,-1,102
CCOC(=O)N1CCN(CC(O)COc2c(C)cc(C)cc2C)CC1 (stereo not drawn),105,0,-4,-15,94,109,3,90
O=C(CN1C(=O)NC2(CCOc3ccccc32)C1=O)c1cccs1 (stereo not drawn),99,13,6,9,92,100,9,109
CCOc1ccc(C(=O)CCC(=O)NC(CC(C)C)C(=O)OC)cc1 (stereo not drawn),101,0,-8,-1,98,104,4,107
CN(C)c1cccc(C(=O)N(C)C2CCCN(Cc3ccccc3F)C2)c1 (stereo not drawn),97,0,2,3,100,99,3,83
CN(CCCC(=O)N1CCCC(C(N)=O)C1)S(=O)(=O)c1ccc(F)cc1 (stereo not drawn),97,-1,5,-8,91,96,-4,95
Cc1nn(Cc2ccccc2)c(Cl)c1C(=O)OCc1nnc(-c2ccc(Cl)cc2)o1,109,11,3,-10,105,/,-11,97
O=C(NCCCN1CCOCC1)c1onc(CSc2ccccn2)c1C(=O)NCCCN1CCOCC1,94,-2,10,13,107,99,9,96
O=C(NCCN1C(=O)S/C(=C/c2cccnc2)C1=O)C1=NN(c2ccccc2)C(=O)CC1,96,25,-31,0,95,97,-8,108
Cc1ccc(S(=O)(=O)N2CCC[C@H]2C(=O)OCc2cc(=O)oc3cc(C)ccc23)cc1,109,-2,8,/,99,99,6,100
CCCCn1c(N)c(N(CCC(C)C)C(=O)C2CCN(C(=O)c3ccccc3C)CC2)c(=O)[nH]c1=O,95,-2,2,-37,109,98,3,83

# Source: PubChem (several laboratories)
